MEKK3 PB1 HTS: modulators of MEKK3-MEK5 PB1 binding, primary screen, biochemical, wildtype MEKK3, multiplex bead flow cytometry, Alexa488-MEK5; Mitogen-activated protein kinase kinase kinase 3 (Homo sapiens), Q99759; bead-based flow cytometry, Alexa488-MEK5 binding to MEKK3; actives lie on both sides; 0 = blocked by unlabeled MEK5, 100 = vehicle; binding response (% of control), % at 10 µM; 1.4% of 290,000 active; AID 1529, 2009;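 active = binding response more than 3 SD above or below the average of its plate-row segment, actives on both sides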;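 also: Alexa488 bead fluorescence after subtracting the streptavidin-only scavenger bead signal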
Target sequence (Q99759 whole entry, looked up): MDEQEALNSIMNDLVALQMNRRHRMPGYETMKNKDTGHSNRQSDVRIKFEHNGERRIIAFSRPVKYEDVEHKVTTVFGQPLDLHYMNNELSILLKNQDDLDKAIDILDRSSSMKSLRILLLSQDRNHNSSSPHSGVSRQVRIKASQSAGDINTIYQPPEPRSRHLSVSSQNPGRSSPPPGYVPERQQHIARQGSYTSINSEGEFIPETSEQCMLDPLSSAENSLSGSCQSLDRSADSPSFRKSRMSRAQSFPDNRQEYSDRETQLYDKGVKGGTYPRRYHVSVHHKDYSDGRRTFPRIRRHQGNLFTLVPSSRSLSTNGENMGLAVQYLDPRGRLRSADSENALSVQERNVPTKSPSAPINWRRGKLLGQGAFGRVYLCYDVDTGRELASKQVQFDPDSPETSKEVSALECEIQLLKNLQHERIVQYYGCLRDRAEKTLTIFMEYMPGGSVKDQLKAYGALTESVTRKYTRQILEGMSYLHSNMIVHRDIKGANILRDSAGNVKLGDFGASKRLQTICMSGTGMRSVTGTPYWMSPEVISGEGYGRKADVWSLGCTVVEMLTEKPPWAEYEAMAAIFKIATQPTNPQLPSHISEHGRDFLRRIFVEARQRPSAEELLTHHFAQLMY
NALP1 yeast inh: NALP1 inflammasome inhibitors in reconstituted yeast, colorimetric, S. cerevisiae, triplicate retest; S. cerevisiae NALP1/ASC/caspase-1 growth, X-gal OD620, 72 h; inhibition, % at 10 µM; 0.61% of 280,000 active; AID 2071, 2009; in the data active = inhibition mostly above about 24%, no sharp cut-off; inactive = mostly below about 32%; also: some compounds called inactive have numbers as strong as hits
MEKK2 mut-MEK5: MEK5 binding signal on mutant MEKK2 PB1, primary screen, biochemical, multiplex bead flow cytometry, Alexa488-MEK5; Alexa488-MEK5 binding to MEKK2 mutant; percent response, % at 10 µM; 0.35% of 290,000 active; in the data active = percent response above about 24%, passing the limit was not always enough; also: inactives centre near 1; some results filed as inactive read as strong as hits; reference of the scale not given here
MEKK2wt PB1 HTS: modulators of MEK5 binding to wildtype MEKK2, primary screen, biochemical, multiplex bead flow cytometry, Alexa488-MEK5; Mitogen-activated protein kinase kinase kinase 2 (Homo sapiens), Q9Y2U5; Alexa488-MEK5 binding to MEKK2 WT; actives lie on both sides; binding response (% of control), % at 10 µM; 1.1% of 290,000 active; in the data active = binding response below about 67% or above about 130%
V1R ag counter: agonists of human V1a receptor, primary screen, counter-screen for OXTR agonist project, fluorescence, CHO-V1R cells; Vasopressin V1a receptor (Homo sapiens), P37288; Fluo-8 calcium fluorescence, agonist mode; 0% DMSO, 100% 3 nM vasopressin; activation, % at 3 µM; 0.25% of 320,000 active; AID 2797, 2010;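 active = activation above the mean activation of all tested compounds plus 3 SD, per screening run, cut at about 20% in these data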;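 also: signal is peak over basal fluorescence ratio across a 100 second FLIPR read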
GalR3 antagonist: GalR3 antagonists in HEK293 cells, primary screen, cell-based, fluorescence readout; Galanin receptor type 3 (Homo sapiens), O60755; HEK293 GalR3-CNG cAMP membrane potential fluorescence; galR3 body fused to GalR1 C-terminus; inhibition, % at 3 µM; 0.44% of 360,000 active; AID 651719, 2012;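 active = inhibition above the screen-wide average plus 3 SD, cut at about 13% in these data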;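 also: forskolin and galanin both at EC90 stimulate the cells; cAMP rise reported by CNG channel membrane potential dye signal; 0% = forskolin plus galanin with DMSO and 100% = forskolin alone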
Target sequence (O60755 1-299 limits assumed): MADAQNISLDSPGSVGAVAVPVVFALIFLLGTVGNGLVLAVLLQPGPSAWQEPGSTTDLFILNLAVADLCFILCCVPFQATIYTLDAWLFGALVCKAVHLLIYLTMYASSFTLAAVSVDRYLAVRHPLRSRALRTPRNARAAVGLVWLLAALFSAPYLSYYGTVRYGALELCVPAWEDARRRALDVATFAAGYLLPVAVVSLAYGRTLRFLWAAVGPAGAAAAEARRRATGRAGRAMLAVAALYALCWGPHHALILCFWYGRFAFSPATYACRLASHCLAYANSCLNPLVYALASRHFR
GPR7 antagonist: GPR7 receptor antagonists, primary screen, cell-based, fluorescence, single concentration; AID 1861, 2009; inhibition, % at 4.4 µM; Neuropeptides B/W receptor type 1 (Homo sapiens), P48145; 1.1% of 290,000 active; GPR7-expressing cells, fluorescence antagonist assay; in the data active = inhibition above about 16%, passing the limit was not always enough;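 also: cells stimulated with the agonist NPW; 0% = agonist with vehicle and 100% = vehicle without agonist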
PHOSPHO1 inh: PubChem AID 1565 | recombinant PHOSPHO1, absorbance phosphatase assay | inhibition, % at 13.3 µM | 1.1% of 290,000 active; in the data active = inhibition above about 60%
OXTR agonist: human OXTR agonists, primary screen, fluorescence, CHO-OTR cells, Fluo-8 calcium | Oxytocin receptor (Homo sapiens), P30559 | Fluo-8 calcium fluorescence; normalized: DMSO 0%, oxytocin 100% | activation, % at 3 µM | 0.32% of 320,000 active | AID 2435, 2010;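 active = activation above the mean of all tested compounds plus 3 SD, cutoff set per screening run, cut at about 20% in these data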;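 also: peak over basal fluorescence ratio from a 100 s FLIPR kinetic read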
The depositor's hits bear a star; · = no result given; [ ] = dose if it differs, or a comment.

The first 2 entries as a preview:
Sequence of screens: MEKK3 PB1 HTS	NALP1 yeast inh	MEKK2 mut-MEK5	MEKK2wt PB1 HTS	V1R ag counter	GalR3 antagonist	GPR7 antagonist	PHOSPHO1 inh	OXTR agonist
> O=C(CC(=O)N1CCN(c2ccccn2)CC1)Nc1ccc2nc3n(c(=O)c2c1)CCCCC3
 : 108	-11	7	112	0.6	8	-9	3	0.2
> COc1ccc(N)cc1-n1c(C)ccc1C
 : 92	-8	-8	88	0.4	-5	4	12	0.7

This part in full, previewed entries included:
Sequence of screens: MEKK3 PB1 HTS	NALP1 yeast inh	MEKK2 mut-MEK5	MEKK2wt PB1 HTS	V1R ag counter	GalR3 antagonist	GPR7 antagonist	PHOSPHO1 inh	OXTR agonist
> O=C(CC(=O)N1CCN(c2ccccn2)CC1)Nc1ccc2nc3n(c(=O)c2c1)CCCCC3
 : 108	-11	7	112	0.6	8	-9	3	0.2
> COc1ccc(N)cc1-n1c(C)ccc1C
 : 92	-8	-8	88	0.4	-5	4	12	0.7
> Cc1cc(NC(=O)CSc2n[nH]c(=O)[nH]c2=O)ccc1Br
 : 95	-37	-2	96	4.3	-5	-4	26	0.1
> Cc1ccnc(NC(c2cccnc2)c2ccc3cccnc3c2O)c1 (configuration not stated)
 : 102	21	7	108	1.2	-2	-13	-122	-0.8
> Cc1c(C)c2ccc(OCC(=O)NCCCn3ccnc3)cc2oc1=O
 : 101	7	2	100	0.9	5	-7	35	1.7
> O=C1/C(=C/c2ccccn2)SC(=S)N1NS(=O)(=O)c1ccccc1
 : 104	5	8	108	0.1	-8	-26	21	-0.7
> COc1ccc(CCNC(=O)c2cnc3ccccc3n2)cc1
 : 90	9	-3	91	7.0	-7	-9	18	7.1
> CSc1nc(C)c(CCOC(=O)c2ccccc2)c(=O)[nH]1
 : 101	18	0	106	1.5	-4	-1	-1	4.1
> COc1ccc(S(=O)(=O)Nc2noc3ccccc23)cc1
 : 102	9	2	103	0.6	-9	-7	·	0.7
> Cn1c(CNC(=O)C2CCCCC2)cc2ccccc21
 : 104	14	3	104	-0.2	-10	-2	25	-2.8
> Cc1cc(S(=O)(=O)NCC(C)C)ccc1OCC(=O)NCc1ccccn1
 : 107	·	0	101	-0.5	-2	-18	1	-0.6
> O=C(c1cccc(COc2ccc(Cl)cc2Cl)c1)N1CCN(c2ccccn2)CC1
 : 107	9	6	103	0.8	-7	-16	-3	-1.1
> Cc1ccccc1-n1nnnc1-c1ccccc1
 : 99	-19	1	99	-0.5	0	10	3	-0.4
> Nc1nc(N)c2nc(-c3ccccc3)c(N)nc2n1
 : 107	20	2	97	0.8	-4	-7	6	0.0
> Cc1ccc(OCCn2c(=O)sc3ccccc32)cc1
 : 96	5	20	100	-0.9	-1	6	8	-1.2
> COc1cc(C2C(C(C)=O)=C(O)C(=O)N2Cc2ccccc2)ccc1O (configuration not stated)
 : 96	-6	-2	94	·	-4	-11	33	·
> Cc1cc(C)nc(NS(=O)(=O)c2ccc(NC(=O)c3cccs3)cc2)n1
 : 94	8	9	99	1.0	0	2	-34	0.5
> CC(=O)C1=C(O)C(=O)N(CC(=O)O)C1c1ccccc1Cl (configuration not stated)
 : 93	7	5	104	0.1	·	-16	-7	6.9
> O=C(NN/C(=N/S(=O)(=O)c1ccc(Cl)cc1)c1ccccc1)c1cccc(Cl)c1
 : 100	-12	-1	99	-0.8	-6	-2	28	-1.5
> Cc1ccc(S(=O)(=O)N2CCN(C(=O)CCC(=O)N3CCc4ccccc43)CC2)cc1
 : 101	-38	3	106	-0.1	3	·	-5	-1.8
> Oc1ccccc1-c1nc2cnccn2c1Nc1ccc2c(c1)OCCO2
 : 97	3	-1	96	-0.4	-3	5	45	-1.8
> Cc1ccc(NCc2ccc(O)c3ncccc23)cc1
 : 98	-35	-12	83	0.3	-7	-7	41	-0.3
> Cc1cc(CNC(=O)CC2C(=O)NCCN2CC(c2ccccc2)c2ccccc2)on1 (configuration not stated)
 : 99	11	1	104	-0.6	-6	-4	46	-1.8
> O=c1cc(O)n(-c2ccccc2F)c(=S)[nH]1
 : 99	14	-1	99	1.3	-2	-8	35	0.2
> O=C(OC(C(=O)Nc1ccc(Cl)c(C(F)(F)F)c1)c1ccccc1)C1=COCCO1 (configuration not stated)
 : 101	33	-1	103	2.5	-6	1	11	0.2
> C/C(=N/Nc1ccc([N+](=O)[O-])cc1)c1c[nH]c2ccccc12
 : 103	-2	7	129	·	-12	12	30	·
> CCOc1ccc2nc(SCC(=O)Nc3ccc4c(c3)OCO4)sc2c1
 : 101	16	2	101	3.3	2	5	10	0.8
> Cc1n[nH]c(=O)n1-c1ccc(C(C)C)cc1
 : 103	22	-4	101	-0.2	-4	-7	-39	-0.3
> CC(C)(C)C(=O)CC1(O)C(=O)N(Cc2ccc(Cl)cc2)c2ccccc21 (configuration not stated)
 : 104	-2	4	104	-0.1	-4	5	15	2.6
> O=C(NCC1COc2ccccc2O1)c1cccs1 (configuration not stated)
 : 101	21	0	107	0.2	-9	5	27	-0.4
> COC(=O)c1ccc(NC(=O)c2ccc3c(c2)C(=O)N(Cc2cccnc2)C3=O)cc1
 : 103	20	0	108	13	-3	18	37	7.2
> COc1ccc(-c2cc(C#N)nc(NN)n2)cc1
 : 98	-5	-7	95	-2.0	-4	3	17	-2.2
> O=C(O)c1ccc(/C=C2\SC(=S)N(NC(=O)c3ccccc3)C2=O)cc1
 : 103	-2	2	100	0.6	-6	2	35	0.9
> CCCCN(C)Cc1c(C(=O)N2CCc3ccccc3C2)nc2ccc(Cl)cn12
 : 105	16	-10	93	-1.5	4	12	48	-1.7
> Cc1c(NC(=O)C2(c3ccc(Cl)cc3)CCCC2)c(=O)n(-c2ccccc2)n1C
 : 97	23	-3	102	-0.8	-5	-11	3	-1.7
> COc1ccc(C(C)=O)cc1CN1C(=O)NC2(CCCCCCC2)C1=O
 : 100	13	-3	101	0.1	-5	15	5	-0.4
> Cc1ccccc1OCCn1c(=S)[nH]c2ccccc21
 : 103	11	7	104	0.1	-8	-1	-75	-1.8
> COCCCNCCCCOc1c(Cl)cc(C)cc1Br
 : 98	21	-2	110	-0.3	-5	-4	20	-0.5
> O=C(CCNC(=O)C1CCN(S(=O)(=O)c2ccc(F)cc2)CC1)NCc1ccccc1Cl
 : 99	2	3	102	6.7	-6	-9	18	-0.8
> COc1ccc(C2(c3ccc(OC)cc3)NC(=O)N(CC(=O)Nc3ccc(OC(F)F)cc3)C2=O)cc1
 : 101	3	-2	102	4.0	-3	4	5	2.2
> O=C(Nc1ccc(N2CCCC2)cc1)c1cc(Cl)ccc1Cl
 : 102	20	0	96	-0.4	-11	0	14	-2.0
> COc1ccc(/C=C2\SC(N)=NC2=O)cc1Br
 : 97	-8	-4	96	0.3	-5	3	20	-1.0
> CCOC(=O)Cn1c(-c2nonc2NC(=O)c2ccccc2F)nc2ccccc21
 : 97	0	-3	93	-0.6	2	-11	7	-1.6
> COc1ccc(Cl)cc1N1CCN(CCNC(=O)Nc2ccccc2C)CC1
 : ·	35	·	·	1.8	-6	4	7	3.3
> N#Cc1c(N)n[nH]c1Cc1cccc2ccccc12
 : 111	·	2	103	1.0	-5	·	·	2.3
> O=C1COc2ccc(C(=O)COc3ccc([N+](=O)[O-])cc3)cc2N1
 : 96	-9	-7	98	0.4	-4	5	-13	0.4
> O=C(NCc1ccccc1)C(c1ccc(F)cc1)N(C(=O)c1csnn1)C1CC1 (configuration not stated)
 : 101	8	-1	97	-0.9	-9	-5	20	-0.2
> CN(c1ncc(C(F)(F)F)cc1Cl)N1C(=O)c2cccc([N+](=O)[O-])c2C1=O
 : 98	14	-4	97	0.0	-3	-7	47	0.1
> CCC1CN(C(=O)N2CCC(C(=O)NCc3ccco3)CC2)c2cc(C)ccc2O1 (configuration not stated)
 : 103	-5	5	101	6.9	-10	-15	17	3.1
> CCN(CCC(=O)Nc1ccc(Br)c(C)c1)Cc1ccccc1
 : 106	23	15	125	0.5	-4	6	-2	2.7
> Cc1nc(C)c(C(=O)NCc2ccc(Cl)cc2)o1
 : 76*[inhibitor]	-13	-6	81	1.1	·	-3	26	4.4
> Cc1cccc(S(=O)(=O)Nc2nc3ccccc3nc2NCC2CCCO2)c1 (configuration not stated)
 : 99	1	2	99	-0.4	-4	-17	17	-1.1
> CCOC(=O)C1(Cc2ccc(OC)cc2)CCN(C(=O)c2ccoc2C)CC1
 : 110	-9	3	102	-0.2	-8	-15	24	-1.5
> CCCCc1c(C(=O)O)cc(OC)cc1C(=O)O
 : 99	1	3	107	0.3	0	-2	15	0.4
> O=C(C1COc2ccccc2O1)N1CCN(Cc2ccc3c(c2)OCO3)CC1 (configuration not stated)
 : 86	2	-9	94	2.2	-4	-1	-5	2.7
> CC(NC(=O)COC(=O)/C=C/c1ccc(Cl)cc1)c1ccccc1 (configuration not stated)
 : 92	16	-3	95	1.5	-5	-10	6	-0.2
> O=C(NCCc1c[nH]c2ccccc12)Nc1cccc2ccccc12
 : 106	1	2	101	4.7	-1	-9	6	3.6
> CCOCCCNC(=O)NC12CC3CC(CC(C3)C1)C2
 : 90	2	-10	88	0.3	-5	-1	0	-0.7
> O=c1cc(Cc2nnc(SCc3ccccc3)n2-c2ccc(Cl)cc2)[nH]c(=O)[nH]1
 : 102	15	-1	101	1.0	2	-12	-27	-0.5
> Cc1cc(Cl)n2ncc(-c3ccccc3)c2n1
 : 103	7	4	103	-0.2	-9	-4	-4	-1.4

Bioassay records: PubChem, several laboratories

Rows are unselected. About 5.4% of those tested had a hit in this group.
